Screening data: PubChem BioAssay, several laboratories
Rab2 wt GTP = changes GTP binding to wildtype dog Rab2A, up or down; GST-Rab2 wt beads, Bodipy-GTP binding, flow cytometry; GTP binding activity, % at 10 µM; 190,000 compounds, 0.19% hits; AID 760;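 active = GTP binding activity at least 20 points away from 100%, either lowered or raised; inconclusive = signal likely due to the compound's own green fluorescence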;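 note: 0% = beads with excess unlabeled GTP and 100% = no-compound control corrected for plate trend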
Rac1 act GTP bind = human Rac1 activated mutant GTP binding change; P63000; GST-Rac1 activated beads, fluorescent GTP binding, flow cytometry; actives lie on both sides; 100% means binding = to untreated wells; percent activity (GTP binding), % at 10 µM; 190,000 compounds, 0.11% hits; AID 764;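 active = GTP binding at least 20 percentage points away from the 100% baseline, in either direction, so actives lie on both sides; inconclusive = Compound likely fluorescent itself, or too few beads counted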
Mcl1-Noxa inh = Mcl-1/Noxa interaction inhibition | Q07820 | TR-FRET Mcl-1/Noxa peptide binding, 2 h | inhibition, % at 21.7 µM | 220,000 compounds, 1.5% hits | AID 1022;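 active = compounds that cut the protein-peptide binding signal by more than 50% relative to plate controls in a single-dose test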;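 note: His-tagged Mcl-1 with rhodamine Noxa BH3 peptide and terbium anti-His antibody; 0% = Mcl-1 plus Noxa peptide wells and 100% = peptide-only wells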
Target sequence (Q07820 whole entry, looked up): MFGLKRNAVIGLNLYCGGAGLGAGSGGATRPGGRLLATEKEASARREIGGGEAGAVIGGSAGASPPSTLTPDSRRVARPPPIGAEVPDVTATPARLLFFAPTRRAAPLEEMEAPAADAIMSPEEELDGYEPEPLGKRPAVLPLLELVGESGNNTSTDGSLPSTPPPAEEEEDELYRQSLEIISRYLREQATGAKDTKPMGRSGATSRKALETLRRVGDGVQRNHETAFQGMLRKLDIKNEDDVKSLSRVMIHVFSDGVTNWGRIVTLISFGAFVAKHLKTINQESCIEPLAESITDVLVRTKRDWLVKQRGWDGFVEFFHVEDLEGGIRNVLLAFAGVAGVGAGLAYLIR
Rab7 wt GTP bind = dog Rab7 wildtype GTP binding, inhibitors and activators; 190,000 compounds, 0.055% hits; GTP binding activity (percent of control), % at 10 µM; GST-Rab7 beads, fluorescent GTP binding, flow cytometry; actives lie on both sides; untreated = 100%, excess cold GTP = 0%;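 active = fluorescent GTP binding to Rab7 beads changed by at least 20 points from the 100% baseline, either direction, mostly lower; inconclusive = compound itself probably fluorescent, or too few beads counted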;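 note: median green fluorescence of bound Bodipy-FL-GTP per Rab7 bead population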
Mcl1-Bid inh = disrupts binding of human Mcl-1 to Bid peptide | AID 1021 | TR-FRET Mcl-1/Bid-Dy647 peptide binding, 1536-well | Q07820 | 220,000 compounds, 0.97% hits | inhibition, % at 21.7 µM;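 active = compounds that cut the binding signal by more than half at the single screening dose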;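 note: His-tagged Mcl-1 with europium anti-His antibody binding Bid BH3 peptide; 0% = Mcl-1 plus peptide wells and 100% = peptide-only wells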
Avidin fluor = avidin bead compound fluorescence profile | Avidin beads, compound fluorescence 488/530 nm, flow cytometry; stronger effect = higher value | fluorescence (KMESF) at 10 µM | 220,000 compounds, 0.38% hits | AID 1775; in the data active = fluorescence above about 47; note: inactives centre near 10
Mcl-1 Bim block = human Bim-Mcl-1 interaction inhibition. Q07820. Bead-based flow cytometry, Bim peptide-Mcl-1 binding. inhibition, % at 10 µM. 190,000 compounds, 0.1% hits. AID 1009; in the data active = inhibition above about 40%;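 note: 0% = no compound tracer wells and 100% = peptide blocker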
HRas wt GTP = modulators of GTP binding to human HRas wildtype; P01112; GST-Ras wt beads, Bodipy-FL-GTP binding, flow cytometry; actives lie on both sides; GTP binding activity, % at 10 µM; 190,000 compounds, 0.14% hits; AID 759;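 active = GTP binding activity at least 20% away from the 100% baseline, either lowered as inhibitor or raised as activator; inconclusive = flagged as likely green fluorescent, judged across all proteins in the well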;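 note: 0% = unlabeled GTP competition control and 100% = no-compound control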
Target sequence (P01112 whole entry, looked up): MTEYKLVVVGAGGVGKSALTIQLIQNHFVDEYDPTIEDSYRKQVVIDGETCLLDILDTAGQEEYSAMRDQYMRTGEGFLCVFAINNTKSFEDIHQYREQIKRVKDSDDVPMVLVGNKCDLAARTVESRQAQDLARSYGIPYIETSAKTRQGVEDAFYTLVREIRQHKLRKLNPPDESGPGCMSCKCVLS
Pf gamet viab = kills late stage P. falciparum gametocytes; 150,000 compounds, 0.065% hits; inhibition, % at 10.9 µM; AID 743093; P. falciparum stage V gametocytes, ATP luminescence, 24 h;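 active = inhibition above the mean plus 3 SD of compounds within the control limits, set per campaign, cut at about 38% in these data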;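 note: 0% = DMSO wells and 100% = medium only without gametocytes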
Cdc42 wt GTP = changes GTP binding to wildtype human Cdc42. P60953. GST-Cdc42 beads, Bodipy-GTP binding, flow cytometry; actives lie on both sides. percent activity (GTP binding), % at 10 µM. 190,000 compounds, 0.2% hits;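 active = percent activity GTP binding at least 20 points away from the 100% baseline, either down as inhibitor or up as activator; inconclusive = compound flagged as likely green fluorescent from well-wide comparison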;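 note: median bead fluorescence of bound Bodipy-FL-GTP at 100 nM; 0% = excess unlabeled GTP control and 100% = no compound control; below 100% means less GTP binding so inhibitor and above means activator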
Target sequence (P60953 whole entry, looked up): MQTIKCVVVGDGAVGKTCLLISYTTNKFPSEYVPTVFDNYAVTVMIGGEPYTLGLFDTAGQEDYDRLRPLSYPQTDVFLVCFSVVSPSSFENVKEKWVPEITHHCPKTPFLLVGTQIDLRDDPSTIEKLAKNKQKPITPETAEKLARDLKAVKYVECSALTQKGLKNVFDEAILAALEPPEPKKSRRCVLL
Rac1 wt GTP bind = modulators of human Rac1 wildtype GTP binding; 190,000 compounds, 0.27% hits; GST-Rac1 beads, fluorescent GTP binding, flow cytometry; actives lie on both sides; 0 = cold GTP competed, 100 = untreated; P63000; GTP binding activity (% of control), % at 10 µM;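 active = GTP binding activity at least 20 points away from the 100% control level, either lower or higher; inconclusive = compound flagged as likely green fluorescent, judged across all proteins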
Starred values were filed as active, the others as inactive; ? = inconclusive; . = no result given.

SMILES	Rab2 wt GTP	Rac1 act GTP bind	Mcl1-Noxa inh	Rab7 wt GTP bind	Mcl1-Bid inh	Avidin fluor	Mcl-1 Bim block	HRas wt GTP	Pf gamet viab	Cdc42 wt GTP	Rac1 wt GTP bind
Cc1csc(NC(=O)c2c(-c3c(Cl)cccc3Cl)noc2C)n1	96.0	96.0	1.9	96.0	-18.3	10	-1.0	98.0	.	98.0	100.0
O=C(COc1ccccc1[N+](=O)[O-])N(Cc1ccccc1)c1ccccn1	96.0	94.0	7.1	94.0	-1.0	12	-6.0	96.0	-5.5	93.0	99.0
CC1CCC2C(=O)N(c3ccc(C(=O)Oc4cccc5cccnc45)cc3)C(=O)C2C1 (centres undefined)	99.0	102.0	-14.7	99.0	-33.4	10	-2.0	102.0	4.6	104.0	105.0
CCOc1ccc(C(=O)O)cc1OC	95.0	96.0	31.0	92.0	-1.5	17	-1.0	97.0	16.0	97.0	95.0
CN1CCN(C2=Cc3cc(Cl)ccc3Sc3cc(F)ccc32)CC1	99.0	98.0	10.6	94.0	-5.3	4	-3.0	99.0	5.3	98.0	102.0
O=C(CNC(=S)N(Cc1ccccc1F)C1CCCCC1)NCCCN1CCOCC1	101.0	97.0	2.5	107.0	-45.0	18	-3.0	102.0	8.8	97.0	102.0
O=C(c1ccc(Cn2c(=S)[nH]c3ccc(Br)cc3c2=O)cc1)N1CCN(C2CCCCC2)CC1	93.0	94.0	4.2	99.0	-25.7	10	-2.0	95.0	9.5	93.0	98.0
O=C(/C=C/c1cccs1)N1CCc2ccccc21	103.0	99.0	7.7	99.0	-42.5	6	1.0	100.0	1.3	99.0	100.0
CCN(CC)S(=O)(=O)c1ccc(NC(=O)COC(=O)CCc2cc(OC)c(OC)c(OC)c2)cc1	97.0	95.0	22.1	102.0	6.6	8	-6.0	98.0	-17.9	102.0	101.0
CCCCCCn1c(C(C)NC(=O)c2ccco2)nc2ccccc21 (centres undefined)	101.0	100.0	-9.1	97.0	-6.3	25	-3.0	100.0	.	98.0	101.0
CC(=O)Nc1ccc2c(c1)NC(=O)CC2	97.0	95.0	3.6	96.0	-4.5	12	3.0	97.0	-15.0	98.0	99.0
C=CCn1c(=N)n(CC(=O)O)c2ccccc21	97.0	98.0	25.4	99.0	16.8	8	-1.0	99.0	-10.3	99.0	103.0
Clc1ccc(CN2CCCCCCC2)cc1	101.0	99.0	7.2	99.0	8.2	8	-5.0	101.0	-4.1	101.0	104.0
CN(C)c1cc(N/N=C\c2ccccc2)nc(N(C)C)n1	103.0	101.0	25.7	101.0	-29.5	6	2.0	101.0	-19.6	104.0	102.0
COC(=O)c1cnn(-c2cc(Oc3cccc(C)c3)ncn2)c1N	89.0	90.0	-0.4	92.0	-8.2	7	0.0	92.0	.	93.0	89.0
O=C(CN(Cc1cccs1)C(=O)CNS(=O)(=O)c1ccc(Cl)cc1)NCc1ccco1	99.0	98.0	-4.2	100.0	-2.6	8	-1.0	99.0	-13.3	101.0	101.0
O=C(COC(=O)CCc1c[nH]c2ccccc12)Nc1ccc([N+](=O)[O-])cc1	?	?	9.4	?	-75.3	3	-28.0	?	9.4	?	?
Cc1ccc(S(=O)(=O)N(C)c2ccc(C(=O)N3CCC(C(N)=O)CC3)cc2)cc1	104.0	103.0	-11.8	100.0	-39.1	13	-3.0	103.0	-1.7	105.0	107.0
O=C(O)c1ccccc1-c1ccccc1C(=O)Nc1cccc2ccccc12	100.0	98.0	13.4	104.0	-2.5	13	-2.0	99.0	.	101.0	105.0
COc1ccc(OC)c2[nH]c(=O)c(CCNC(=O)C3CCCCC3)cc12	94.0	94.0	-7.2	95.0	-1.0	29	-1.0	95.0	-3.5	95.0	95.0
O=C1CC(Nc2ccc(N3CCOCC3)cc2)C(=O)N1c1ccccc1F (centres undefined)	101.0	99.0	12.4	102.0	-20.1	7	0.0	100.0	.	101.0	103.0
COc1cccc(NC(=O)Cn2cc(C#N)c3ccccc32)c1	98.0	97.0	-22.1	94.0	-4.6	21	-2.0	99.0	.	98.0	103.0
COc1ccc2nc(-c3cccc(N)c3)[nH]c2c1	95.0	95.0	39.6	95.0	-13.9	20	2.0	99.0	.	97.0	98.0
CCCCCCC(=O)OCC(=O)c1ccc2c(c1)NC(=O)CO2	94.0	96.0	-0.9	93.0	-31.4	12	-4.0	94.0	.	93.0	95.0
CC1CCCCN1S(=O)(=O)c1ccc(C(=O)Nc2ccccc2-c2nc3ccccc3[nH]2)cc1 (centres undefined)	102.0	103.0	-16.3	104.0	-1.4	13	-3.0	103.0	7.0	103.0	107.0
Cc1ccc(-n2ncc3ccccc3c2=O)cc1Cl	95.0	96.0	1.1	96.0	-4.1	12	-3.0	97.0	.	97.0	100.0
COCCNc1nnc(SCC(=O)Nc2cc(-c3ccccc3)nn2-c2ccccc2)s1	102.0	102.0	16.9	101.0	-13.6	9	-4.0	101.0	2.0	102.0	103.0
CCCCC(=O)N/N=C/c1ccc(N2CCOCC2)c([N+](=O)[O-])c1	100.0	99.0	5.2	100.0	-21.6	1	0.0	100.0	.	97.0	103.0
CC(=O)NCCNc1ccc([N+](=O)[O-])cc1C#N	97.0	93.0	5.7	101.0	-8.5	13	0.0	97.0	-1.6	97.0	99.0
O=C(NC1CCCC1)C1CC(=O)N(C2CCCCCCC2)C1 (centres undefined)	?	?	6.5	?	-2.4	6	-1.0	?	-0.4	?	?
Oc1ccc(C2Nc3cccc4cccc(c34)N2)c(O)c1	89.0	88.0	102.6*	91.0	19.1	27	7.0	90.0	.	91.0	88.0
CCc1ccc2[nH]c(=O)c(CN(Cc3ccccc3)C(=O)Nc3ccccc3OC)cc2c1	101.0	102.0	-7.1	97.0	6.3	6	0.0	102.0	-11.0	105.0	107.0
COCCN1CCN(Cc2cn[nH]c2-c2cc3ccccc3o2)CC1	97.0	97.0	15.3	95.0	-19.7	12	-1.0	98.0	-18.4	99.0	99.0
O=C(CCC(=O)c1cccs1)OCC(=O)N1CCN(S(=O)(=O)c2ccccc2)CC1	100.0	100.0	8.1	101.0	-14.4	14	-3.0	100.0	.	100.0	104.0
CC(C)(C)NC(=O)C(c1cccs1)N(C(=O)c1csnn1)c1ccccc1F (centres undefined)	97.0	96.0	-20.0	102.0	-14.6	10	-3.0	100.0	3.1	96.0	99.0
Cc1ccnc(NS(=O)(=O)c2ccc(NC(=O)CCS(=O)(=O)c3ccccc3)cc2)n1	95.0	94.0	2.5	94.0	-3.6	27	-1.0	97.0	.	97.0	98.0
N#CCCn1cnc2ccccc21	102.0	101.0	-5.1	100.0	-7.2	13	-2.0	104.0	.	102.0	100.0
Cc1ccccc1C(=O)OCc1cnc(Cl)s1	94.0	95.0	-2.2	92.0	-8.1	9	14.0	94.0	9.6	94.0	98.0
CCn1c(SCC(=O)N/N=C/c2c[nH]c3ccccc23)nnc1-c1ccc(C)cc1	100.0	94.0	5.8	108.0	-16.1	9	0.0	100.0	.	97.0	98.0
Cc1cccc(Cn2c(SCCN3CCOCC3)nc3c2c(=O)n(C)c(=O)n3C)c1	102.0	102.0	7.2	99.0	-4.2	21	-6.0	102.0	.	107.0	106.0
O=C(CN1C(=O)c2cccc3cccc1c23)N1CCN(c2ccccc2)CC1	99.0	100.0	6.7	96.0	-15.1	13	-3.0	102.0	.	104.0	103.0
CN(C)c1ccc(C=C2C(=O)OC3(CCCC3)OC2=O)cc1	97.0	92.0	15.3	101.0	-69.0	12	-1.0	98.0	8.9	92.0	93.0
COc1cc(CN2CCC(C(=O)NC3CCCC3)CC2)cc(Br)c1O	98.0	100.0	17.3	101.0	50.7*	7	0.0	99.0	-26.4	100.0	102.0
Cc1ccc(CCC(=O)Nc2ncc(Cc3cc(Cl)ccc3Cl)s2)o1	99.0	98.0	13.3	97.0	-5.1	4	-2.0	97.0	-2.0	102.0	103.0
CCOC(=O)c1nc2nc(-c3cccs3)cc(C(F)(F)F)n2n1	95.0	98.0	1.0	92.0	-9.9	2	0.0	96.0	.	100.0	94.0
O=C(Oc1ccc2ccccc2c1Cl)N1CCCCCC1	98.0	98.0	-1.6	99.0	-35.4	21	-8.0	98.0	0.2	99.0	105.0
CCc1nc(NCC(C)C)c(C#N)c2c1COC(C)(C)C2	102.0	100.0	-0.9	100.0	-10.6	35	-5.0	101.0	.	102.0	108.0
Cn1cnnc1SCC(=O)Nc1ccc2c(c1)CCC2	96.0	97.0	-42.8	92.0	-31.7	2	-4.0	98.0	.	96.0	99.0
C=CCN(CC=C)S(=O)(=O)c1ccc2nsnc2c1	98.0	96.0	-3.3	96.0	-6.2	16	-5.0	99.0	.	97.0	100.0
CC(=O)OCC1O[C@@H](O[C@@H]2C[C@H]3C(C)(C)[C@H](OC(C)=O)CC[C@]3(C)[C@H]3CC[C@]45C[C@]4(CC[C@H]5[C@@H](C)C[C@@H](O)[C@H](O)C(C)(C)O)[C@@]32C)[C@H](O)[C@@H](O)[C@@H]1O (some centres undefined)	96.0	94.0	0.4	96.0	4.3	6	-1.0	98.0	.	99.0	101.0
Additional entries:
SMILES	Rab2 wt GTP	Rac1 act GTP bind	Mcl1-Noxa inh	Rab7 wt GTP bind	Mcl1-Bid inh	Avidin fluor	Mcl-1 Bim block	HRas wt GTP	Pf gamet viab	Cdc42 wt GTP	Rac1 wt GTP bind
CCC/C(=N\NC(=O)c1ccc(CSc2nncn2C)cc1)c1ccccc1	100.0	102.0	17.9	100.0	-23.7	13	-6.0	103.0	.	106.0	105.0
COC(=O)c1ccc(NC(=O)COC(=O)c2cccc3c(=O)c(C)c(-c4ccccc4)oc23)cc1	97.0	98.0	-25.2	97.0	-3.4	21	0.0	96.0	6.2	98.0	100.0
COc1ccc(C(C(=O)NC2CCCC2)N(CCN(C)C)C(=O)c2snc(C(N)=O)c2N)cc1 (centres undefined)	100.0	100.0	-6.5	97.0	-15.5	8	0.0	100.0	-26.3	101.0	101.0
O=C1OCc2cc(NC(=O)C3CCCCC3)ccc21	100.0	101.0	-8.8	99.0	-14.1	16	0.0	99.0	.	98.0	97.0
[O-]c1n[n+](-c2ccc(Cl)cc2Cl)cc2ccccc12	98.0	96.0	-1.5	104.0	-17.2	10	1.0	98.0	-15.9	97.0	99.0
O=C(C1CCC(CNc2nc(=S)[nH]c3ccccc23)CC1)N1CCN(c2ccccn2)CC1 (centres undefined)	97.0	96.0	22.2	98.0	-76.5	20	0.0	98.0	.	98.0	99.0
